Source: PubChem BioAssay
GCN5L2 inh – blocks human GCN5L2 histone acetyltransferase | Potency, µM (doses to about 58.9 µM), for the others: top-dose activity change, negative = inhibition, usual class: inhibitors | AID 504327 | 0.21% of 390,000 active | Q92830 | GCN5L2 HAT assay, ThioGlo1 CoA-SH fluorescence
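Preincubate 20nM GCN5L2 with compound 15 min, RT → add 50uM ThioGlo1 + 75uM H3(1-25) + 70uM acetyl-CoA → read fluorescence 0 and 20 min. Primary qHTS; fluorescent artifacts likely.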
FEN1 inh – blocks human flap endonuclease 1. P39748. Recombinant FEN1 flap cleavage, fluorescence, 15 min. Potency, µM (highest dose often 114 µM), inactives show top-dose activity change, negative = inhibition, usual class: inhibitors. 0.35% of 390,000 active. AID 588795; also: nearly all actives have a fitted effect of over 65% in size
Target sequence (P39748 whole entry, looked up): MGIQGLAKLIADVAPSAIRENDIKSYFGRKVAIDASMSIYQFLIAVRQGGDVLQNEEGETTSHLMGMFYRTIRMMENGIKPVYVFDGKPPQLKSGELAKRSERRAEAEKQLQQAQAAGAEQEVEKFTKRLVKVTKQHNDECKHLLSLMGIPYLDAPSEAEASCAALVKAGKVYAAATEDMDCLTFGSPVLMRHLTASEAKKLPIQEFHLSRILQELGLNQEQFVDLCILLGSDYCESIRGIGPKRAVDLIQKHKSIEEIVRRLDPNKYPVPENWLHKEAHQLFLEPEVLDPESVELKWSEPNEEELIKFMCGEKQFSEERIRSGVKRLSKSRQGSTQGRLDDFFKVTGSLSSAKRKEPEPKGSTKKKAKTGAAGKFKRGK
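Compounds are tested as a concentration series against 10 nM FEN1; after a 15 min room-temperature preincubation, 50 nM substrate starts cleavage, with plate reads at 0 and 15 min. Normalized responses are fitted by a Hill equation.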
N370S GC – N370S glucocerebrosidase modulation, Gaucher chaperone candidate. P04062. Potency, µM (top dose mostly 59.4 µM), for the others: at the highest dose activity change, negative = inhibition, usual class: inhibitors. N370S GC spleen homogenate, 4MU-glucoside fluorescence. 0.092% of 330,000 active. AID 2101;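 also: 0% = full enzyme activity and -100% = no enzyme basal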
Numbers without * were called inactive; ? = inconclusive; nt = not tested or not shown; [ ] = remark or other dose. Calls follow the shape of the dose curve; as a rule, active = well fitted curve in the direction sought with a large enough effect; inconclusive = small, poorly fitted or top-dose-only effect, or another doubt; inactive = no such curve, though single readings can be large; an effect the other way counts as inactive or inconclusive. Unless noted, % is scaled to controls: 0 for no effect and ±100 for the full control effect; potency is read from the fitted curve at half-maximal effect. This is a subset. The share of hits here may be higher or lower than overall.

1) Cc1nn(-c2ccccc2)cc1/C=N/NC(N)=S
2) NC(=O)c1cc(C(=O)c2ccccc2Cl)c[nH]1
3) COc1ccc(-c2cc(C(=O)OCC(=O)N3CCCC3)c3ccccc3n2)cc1
4) Cc1ccc(-c2nc(NC(=O)c3nn(C)cc3[N+](=O)[O-])sc2C)cc1
5) Cc1ccccc1/C=C1\Sc2ccc(C(=O)N3CCN(c4ccccn4)CC3)cc2N(C)C1=O
6) CC(C)CC(=O)Nc1ccc(N2CCOCC2)cc1

Screen / compound no.	1	2	3	4	5	6
GCN5L2 inh	2%	1%	-12%	-7%	-13%	4%
FEN1 inh	1%	-12%	-20%	-15%	7%	1%
N370S GC	-4%	2%	-13%	4%	-7%	-5%

7) CC1=CC=CN2CC(O)CN=C12 (stereo unspecified)
8) CC(OC(=O)c1ccccc1Oc1ccccc1)C(=O)NC1CC1 (stereo unspecified)
9) C=CCc1cc(C=O)cc(OCC)c1O
10) c1ccc(-c2nc(-n3nc4ccccc4n3)nc3ccccc23)cc1
11) CS(=O)(=O)Nc1cccc(-c2ccc3ncnc(N4CCNCC4)c3c2)c1
12) O=C(Nc1ccc(N2CCOCC2)c(Cl)c1)c1ccc(S(=O)(=O)N2CCOCC2)cc1

Screen / compound no.	7	8	9	10	11	12
GCN5L2 inh	-11%	-2%	-5%	-9%	-16%	-3%
FEN1 inh	5%	-7%	-6%	-14%	nt	0%
N370S GC	0%	-13%	?	?	-9%	-11%

13) COc1cccc(/C=N/NC(=O)CCNc2n[nH]c(=O)[nH]c2=O)c1OC
14) CCCCCCCC(=O)NNC(=O)CCC(=O)O
15) CC(C)CCNc1nc(N2CCCC2)c2c(c1C#N)CCN(C)C2
16) COc1ccc(NC(=O)CCC(=O)N2CCN(S(=O)(=O)c3ccc(C)cc3)CC2)c(OC)c1
17) COc1ccc(S(=O)(=O)Nc2noc3ccccc23)cc1
18) O=C(c1cc2ccccc2oc1=O)N(Cc1ccco1)Cc1cccs1

Screen / compound no.	13	14	15	16	17	18
GCN5L2 inh	-2%	-7%	3%	1%	-8%	-2%
FEN1 inh	2%	4%	2%	2%	-2%	-11%
N370S GC	-4%	3%	6%	-5%	-16%	7%

19) CC(C)Cc1nnc(NC(=O)c2ccc([N+](=O)[O-])cc2)s1
20) CC(C)OCC1CO1 (stereo unspecified)
21) COc1cc(OC)cc(C(=O)NCC(=O)OCC(=O)NCc2ccco2)c1
22) O=C(NCc1ccccn1)C(=O)Nc1nc(C23CC4CC(CC(C4)C2)C3)cs1
23) CCOc1c(Br)cc(Br)cc1/C=C1\SC(N)=NC1=O
24) CCOC(=O)Cn1c(=O)oc2cc(S(=O)(=O)Nc3cccc(C)c3)ccc21

Screen / compound no.	19	20	21	22	23	24
GCN5L2 inh	-1%	0%	-17%	-9%	-27%	-17%
FEN1 inh	-1%	8%	0%	-22%	-14%	-18%
N370S GC	-17%	0%	nt	?	-3%	9%

25) Cc1cc2oc3c(c(=O)c2cc1C)C(c1ccc(C(C)C)cc1)N(c1nc(C)c(C)s1)C3=O (stereo unspecified)
26) CC(=O)C1=C(c2ccc(C)c(C)c2)N(C(C)=O)n2c(nnc2-c2ccc(Cl)cc2)S1
27) CCOc1ccc(N=C(NN)c2ccc3ccccc3n2)cc1
28) O=C(NCc1nnc(SCC(=O)N2CCCCC2)o1)c1c(F)cccc1F
29) C=C(C)Cn1c(Sc2nnc(C)s2)nc2c1c(=O)[nH]c(=O)n2C
30) COc1ccc(S(=O)(=O)O/N=C2\CCSc3ccc(C)cc32)cc1

Screen / compound no.	25	26	27	28	29	30
GCN5L2 inh	1%	-30%	-8%	-4%	-4%	-2%
FEN1 inh	17%	-15%	-9%	14%	6%	2%
N370S GC	nt	nt	14%	-2%	-2%	?

31) Cc1cnc(CNc2ncnc3ccc(-c4ccccc4C)cc23)cn1
32) CC(NC(=O)c1ccccc1F)c1nnc(SCC(=O)Nc2nccs2)n1C (stereo unspecified)
33) Cc1ccc(S(=O)(=O)c2nc(-c3ccco3)oc2SCC(=O)Nc2ccc(F)cc2)cc1
34) CCNC(=S)N1CCc2ccccc2C1
35) COc1cc(C(=O)OCC(=O)c2cc(C)n(CC3CCCO3)c2C)cc(OC)c1C (stereo unspecified)
36) CS(=O)(=O)N(CC(=O)N1CCCC1)c1ccc(Cl)c(Cl)c1

Screen / compound no.	31	32	33	34	35	36
GCN5L2 inh	-16%	1%	-11%	12%	-20%	0%
FEN1 inh	nt	-2%	-21%	10%	-17%	6%
N370S GC	-5%	0%	nt	-2%	nt	18%

37) COc1cc(NC(=O)c2cc(OC)c(OC)c(OC)c2)ccc1NC(=O)c1cccs1
38) NS(=O)(=O)c1ccc(NC(=O)COC(=O)c2cc3ccccc3oc2=O)cc1
39) CC12CC3CC(C)(C1)CC(C(=O)NCc1cccnc1)(C3)C2
40) COc1ccc(C)cc1N(C(=O)c1ccc(C#N)cc1)C1=NC(C)(C)CS1
41) CCOCCCNC(=O)C(NC(=O)Cc1cccs1)c1ccccc1 (stereo unspecified)
42) CCCOC1CCCN(C(=O)c2ccc(OC3CCN(C(=O)COC)CC3)cc2)C1 (stereo unspecified)

Screen / compound no.	37	38	39	40	41	42
GCN5L2 inh	-11%	-6%	-2%	-6%	1%	-3%
FEN1 inh	2%	-1%	4%	-4%	5%	-3%
N370S GC	-8%	-2%	0%	-10%	-5%	-10%

43) O=C(O)c1ccc(CNCc2ccc(Cl)cc2)s1
44) COc1ccc(Nc2cc(Nc3cccc(OC)c3)ncn2)cc1
45) O=C(Nc1ccc(NC(=S)NC(=O)c2ccccc2F)cc1)c1cccs1
46) CCOC(=O)c1c(C)[nH]c(C(=O)NCc2ccccc2OC)c1C
47) COc1cccc(/C=N/NC(=O)C(=O)NCc2cccnc2)c1O
48) CC(=O)c1ccc(N2CCCC2)c(F)c1

Screen / compound no.	43	44	45	46	47	48
GCN5L2 inh	3%	-2%	-9%	-1%	29%	-4%
FEN1 inh	-14%	-1%	6%	nt	3%	nt
N370S GC	nt	-10%	3%	-2%	18%	4%

49) CC1(C)O[C@@H]2[C@H](O1)[C@@H](CO)O[C@H]2n1cc(Br)c(=O)[nH]c1=O
50) CCOC(=O)Nc1ccc2c(c1)nc1n2CCN(CCOC)C1
51) Fc1cccc(-n2ncc3c2ncn2nc(Cc4ccccc4)nc32)c1
52) COc1ccccc1NC(=O)N1CCCC1C(=O)Nc1ccc2c(c1)OCO2 (stereo unspecified)
53) Nc1cc(=O)[nH]c(SCC(=O)Nc2ncc(C(F)(F)F)cc2Cl)n1
54) Cc1cc(C)c2c(=O)n(CC(=O)Nc3cccc(F)c3)sc2n1

Screen / compound no.	49	50	51	52	53	54
GCN5L2 inh	-7%	-2%	-3%	0%	2%	?
FEN1 inh	15%	7%	19%	-8%	7%	?
N370S GC	nt	-19%	nt	10%	11%	-11%

55) COc1cc(OC)cc(C(=O)OC/C(O)=C(\C#N)c2nc3ccccc3[nH]2)c1
56) CCOC(=O)c1sc(=S)n(C)c1NC(=O)c1ccccc1
57) CCCCC(=O)N1CCN(c2nc3ccc(F)cc3s2)CC1
58) COc1ccc2nc(-c3ccccc3)cc(C(=O)OCC(=O)N3CCCCC3)c2c1
59) COCCNCCCOc1ccc(C(C)(C)c2ccccc2)cc1
60) COc1ccc(CCNC2CC(=O)N(C)C2=O)cc1OC (stereo unspecified)

Screen / compound no.	55	56	57	58	59	60
GCN5L2 inh	8%	-5%	?	?	-3%	-5%
FEN1 inh	-4%	1%	-4%	-25%	2%	8%
N370S GC	-2%	8%	-9%	nt	?	28%[12.8 µM]

61) Cc1cccc(OCCC(=O)Nc2nnc(C)s2)c1
62) CC(C)CNC(=O)NC(=O)COC(=O)C1CSC2(c3ccc(F)cc3)CCC(=O)N12 (stereo unspecified)
63) CN[C@H]1[C@H](O)[C@@H](O[C@@H]2[C@H](O)[C@@H](O[C@H]3OC(CN)=CC[C@H]3N)[C@@H](N)C[C@H]2N)OC[C@@]1(C)O
64) COc1cccc(CNC(=O)CNS(=O)(=O)c2ccc(Br)s2)c1
65) CCOC(=O)CNC=C(C(=O)OCC)C(=O)OCC
66) COc1cc(C2C(C(=O)Nc3ccccc3)=C(C)Nc3nc(SCC(=O)c4ccc(C)cc4)nn32)ccc1O (stereo unspecified)

Screen / compound no.	61	62	63	64	65	66
GCN5L2 inh	-4%	-1%	6%[21.4 µM]	-15%	-17%	-5%
FEN1 inh	-8%	2%	nt	0%	7%	-3%
N370S GC	6%	17%	5%[21.6 µM]	-6%	0%	nt

67) COc1cc(/C=C(\C#N)c2nc3ccccc3s2)cc([N+](=O)[O-])c1O
68) CSc1nccc(Nc2ccccc2)c1C#N
69) Cn1c(=O)c2cn3ncccc3c2n(C)c1=O
70) O=C(NCc1ccccc1)C(c1ccccc1)N(C(=O)c1csnn1)c1ccccc1 (stereo unspecified)
71) CC(=O)Nc1ccc(S(=O)(=O)NC(C)C(=O)NCC(c2ccco2)N2CCCCC2)cc1 (stereo unspecified)
72) O=C(Nc1ccncc1)c1ccccc1Cl

Screen / compound no.	67	68	69	70	71	72
GCN5L2 inh	?	-7%	0%	0%	2%	3%
FEN1 inh	?	-12%	nt	-20%	22%	18%
N370S GC	8%	-2%	2%	-16%	nt	3%

73) CC(=O)C1C(c2ccc([N+](=O)[O-])cc2)C2C(C)=NN=C2CC1(C)O (stereo unspecified)
74) O=C(Nc1ccc(Cl)c(Cl)c1)Nc1ccc([N+](=O)[O-])cn1
75) COc1ccc(CCN2CC(C(=O)NCCN3CCNC3=O)CCC2=O)cc1 (stereo unspecified)
76) CCOC(=O)c1c(N)sc2c1CCCC2=O
77) O=C1C2C3C=CC(C4CC34)C2C(=O)N1c1nccs1 (stereo unspecified)
78) CCOc1ccc(C(=O)Nc2cccc3cccnc23)cc1
79) O=C(Cn1nnc(-c2ccccc2)n1)OCc1ccccc1

Screen / compound no.	73	74	75	76	77	78	79
GCN5L2 inh	1%	0%	-9%	-2%	1%	-2%	-16%
FEN1 inh	2%	16%	0%	0%	25%	-4%	-2%
N370S GC	0%	17%	-3%	-2%	-12%	5%	14%
